Screens deposited in PubChem BioAssay by several laboratories.
Mtb UGM inh: Mtb UDP-galactopyranose mutase inhibition. P9WIQ1. purified UGM, fluorescence polarization probe displacement. inhibition, % at 10 µM. actives 0.06% (n = 320,000). AID 504406; in the data active = inhibition above about 10%, passing the limit was not always enough; inconclusive = no clear call, values can overlap the other calls
GDH-TPI inh: counter-screen for M. tuberculosis FBA inhibitors: GDH-TPI coupled enzymes; inhibition, % at 4.8 µM; actives 1.2% (n = 360,000); GDH-TPI coupled enzyme counterscreen, NADH absorbance; AID 588335; in the data active = inhibition above about 30%;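 note: 0% = DMSO wells and 100% = wells lacking the enzyme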
FadD28 binding: M. tuberculosis FadD28 bisubstrate binding inhibition; FadD28 bisubstrate probe binding, fluorescence polarization; inhibition, % at 12.5 µM; actives 0.22% (n = 360,000); AID 588549; in the data active = inhibition above about 8.5%, passing the limit was not always enough; inconclusive = no clear call, values can overlap the other calls
BoNT F protease: inhibitors of Botulinum neurotoxin F light chain protease; Multiplex microsphere protease cleavage assay, flow cytometry; inhibition, % at 10 µM; actives 0.22% (n = 360,000); in the data active = inhibition above about 35%, passing the limit was not always enough; inconclusive = no clear call, values can overlap the other calls; note: plate controls were buffer without enzyme for full effect and enzyme alone for no effect
Rv3671c inh: inhibits the M. tuberculosis serine protease Rv3671c. inhibition, % at 5.96 µM. actives 0.048% (n = 320,000). AID 2606; in the data active = inhibition above about 38%;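 note: extracellular domain of Rv3671c used as enzyme; 0% = enzyme with DMSO and 100% = no enzyme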
Target sequence (P9WHR9 whole entry, looked up, the tested form may be a part): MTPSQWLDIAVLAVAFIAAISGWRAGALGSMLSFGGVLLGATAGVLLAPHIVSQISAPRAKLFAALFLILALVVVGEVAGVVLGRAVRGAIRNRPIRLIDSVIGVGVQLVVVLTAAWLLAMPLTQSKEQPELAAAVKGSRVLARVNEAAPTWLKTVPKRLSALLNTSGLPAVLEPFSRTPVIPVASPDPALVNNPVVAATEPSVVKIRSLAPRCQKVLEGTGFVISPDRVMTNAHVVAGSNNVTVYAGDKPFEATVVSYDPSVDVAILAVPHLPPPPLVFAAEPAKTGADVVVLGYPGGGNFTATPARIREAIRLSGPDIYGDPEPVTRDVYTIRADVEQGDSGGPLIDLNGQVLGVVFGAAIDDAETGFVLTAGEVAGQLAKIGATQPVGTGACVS
PrPC TRFRET: cell surface PrPC inhibition, primary TR-FRET screen; P04156; TR-FRET read-out; inhibition, % at 13.8 µM; actives 0.43% (n = 370,000); in the data active = inhibition above about 24%; note: 0% = median of the test wells and 100% = reference compound wells
MazEF act: MazEF (E. coli) toxin RNase activation; P0AE70; FAM/BHQ RNA-DNA oligo cleavage fluorescence, 5 h; activation, % at 20 µM; actives 0.32% (n = 350,000); in the data active = activation above about 50%
Target sequence (P0AE70 whole entry, looked up): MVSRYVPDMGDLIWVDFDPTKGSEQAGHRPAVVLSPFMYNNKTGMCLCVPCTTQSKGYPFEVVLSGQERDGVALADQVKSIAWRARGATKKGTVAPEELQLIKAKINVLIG
BioA inh: inhibitors of Mycobacterium tuberculosis BioA enzyme; inhibition, % at 9.99 µM; actives 0.096% (n = 360,000); purified M. tuberculosis BioA enzyme, plate reader; AID 602481; in the data active = inhibition above about 40%; inconclusive = no clear call, values can overlap the other calls
Mtb FBA inh: inhibits M. tuberculosis FBA enzyme. inhibition, % at 1 µM. purified M. tuberculosis FBA, fluorescence read-out. AID 588726. actives 2.3% (n = 360,000). P9WQA3; in the data active = inhibition above about 27%;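 note: 0% = vehicle and 100% = reference inhibitor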
Target sequence (P9WQA3 whole entry, looked up): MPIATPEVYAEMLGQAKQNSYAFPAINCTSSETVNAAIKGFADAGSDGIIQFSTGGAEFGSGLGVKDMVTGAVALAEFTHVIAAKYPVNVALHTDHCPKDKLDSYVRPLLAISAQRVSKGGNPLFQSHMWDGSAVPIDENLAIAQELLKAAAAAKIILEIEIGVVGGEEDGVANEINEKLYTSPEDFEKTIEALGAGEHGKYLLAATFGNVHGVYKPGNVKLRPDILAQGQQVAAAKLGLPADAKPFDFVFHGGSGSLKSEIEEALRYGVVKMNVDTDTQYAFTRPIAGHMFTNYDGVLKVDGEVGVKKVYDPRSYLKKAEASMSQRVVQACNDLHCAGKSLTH
Numbers without * were called inactive; ? = inconclusive; . = no result given.

Structure | Mtb UGM inh | GDH-TPI inh | FadD28 binding | BoNT F protease | Rv3671c inh | PrPC TRFRET | MazEF act | BioA inh | Mtb FBA inh
CCC(C)n1c(SC(C)C#N)nc2ccccc2c1=O (stereo not given) | 1.0 | 6 | -1.2 | -13 | 3 | -4 | 1 | 13 | 3
O=C(O)c1ccc(CSc2nnnn2-c2ccc(F)cc2)cc1 | -2.0 | 4 | -1.7 | 3 | -2 | 0 | 8 | . | 3
O=C(Nc1ccc2c(c1)OCO2)c1cnc2n(c1=O)CCS2 | 2.3 | 19 | -0.5 | -6 | 8 | 9 | -5 | -1.0 | 0
CCCCn1c(N)c(N(CC)C(=O)Cc2ccc(S(=O)(=O)N3CCOCC3)s2)c(=O)[nH]c1=O | -0.4 | 9 | -0.3 | -1 | -1 | -5 | -23 | -1.4 | 5
COc1ccc(S(=O)(=O)Cc2ccc(C(=O)N3CCN(c4ccccc4F)CC3)o2)cc1 | 0.1 | 0 | 0.8 | -3 | -6 | 11 | 9 | 1.3 | 1
Cc1cc(NC(=O)c2cc(-c3ccccc3C)nc3ccccc23)no1 | 2.1 | 0 | -2.6 | -5 | -1 | 3 | -3 | 0.9 | -1
CN1/C(=C\C(=O)COC(=O)c2ccc(O)c(O)c2)C(C)(C)c2ccccc21 | 2.5 | . | . | . | -18 | 6 | 18 | . | .
CCOC(=O)CSc1nc2ccc(N3CCOCC3)cc2c(=O)n1Cc1ccccc1 | -1.2 | -1 | -3.5 | -2 | 1 | 0 | -2 | 3.1 | 11
CCN(CC)C(=O)c1cc2cc([N+](=O)[O-])ccc2s1 | 2.4 | 9 | -1.1 | -3 | 5 | -20 | 12 | -3.4 | 2
Cc1ccc(S(=O)(=O)N2CC3CCCN3c3ccc(C(F)(F)F)cc32)cc1 (stereo not given) | 0.3 | 7 | -2.1 | 1 | -9 | 0 | -2 | -0.7 | -1
O=C(ONC1=NCCCCC1)c1cccc([N+](=O)[O-])c1 | 0.3 | 1 | 1.1 | -2 | -12 | -6 | 4 | . | -2
COC(=O)c1ccccc1S(=O)(=O)N1CCC(C(=O)OCC(=O)NC2CCCCC2C)CC1 (stereo not given) | . | -5 | -2.7 | 8 | 10 | 0 | 3 | -0.7 | -3
N#Cc1cn(-c2cccc(C(F)(F)F)c2)c(=O)[nH]c1=O | -0.6 | 2 | . | 5 | -2 | -3 | 10 | 2.9 | 0
CC(CCCC(C)(C)O)NC(=O)c1ccc2oc(CCc3ccccc3)nc2c1 (stereo not given) | 1.1 | 7 | -1.8 | 22 | 5 | -2 | 0 | -1.0 | -1
O=C(Nc1ccc2c(c1)CCC2)c1cc(F)cc(F)c1 | -2.9 | 7 | -1.9 | -5 | -5 | 4 | 13 | 2.2 | 1

The final six compounds of the part above lead into the next.
Structure | Mtb UGM inh | GDH-TPI inh | FadD28 binding | BoNT F protease | Rv3671c inh | PrPC TRFRET | MazEF act | BioA inh | Mtb FBA inh
Cc1ccc(S(=O)(=O)N2CC3CCCN3c3ccc(C(F)(F)F)cc32)cc1 (stereo not given) | 0.3 | 7 | -2.1 | 1 | -9 | 0 | -2 | -0.7 | -1
O=C(ONC1=NCCCCC1)c1cccc([N+](=O)[O-])c1 | 0.3 | 1 | 1.1 | -2 | -12 | -6 | 4 | . | -2
COC(=O)c1ccccc1S(=O)(=O)N1CCC(C(=O)OCC(=O)NC2CCCCC2C)CC1 (stereo not given) | . | -5 | -2.7 | 8 | 10 | 0 | 3 | -0.7 | -3
N#Cc1cn(-c2cccc(C(F)(F)F)c2)c(=O)[nH]c1=O | -0.6 | 2 | . | 5 | -2 | -3 | 10 | 2.9 | 0
CC(CCCC(C)(C)O)NC(=O)c1ccc2oc(CCc3ccccc3)nc2c1 (stereo not given) | 1.1 | 7 | -1.8 | 22 | 5 | -2 | 0 | -1.0 | -1
O=C(Nc1ccc2c(c1)CCC2)c1cc(F)cc(F)c1 | -2.9 | 7 | -1.9 | -5 | -5 | 4 | 13 | 2.2 | 1
O=C(NC1CC1)C1CCN(C2CCN(C(=O)c3c(F)cccc3Cl)CC2)CC1 | 0.2 | 3 | -0.4 | -2 | -26 | 1 | -2 | 0.5 | 1
COc1ccc(Nc2nc(N)nc(CSc3nnc(C)s3)n2)cc1 | 5.3 | 6 | -1.4 | -2 | -6 | -2 | -6 | . | 3
Nn1c(SCc2ccccc2)nnc1C1CCCCC1 | 0.5 | -1 | -1.7 | ? | -5 | -3 | 6 | 1.2 | 3
CC1(C)Cc2c(cnn2-c2ccc(F)cc2)C(NC(=O)c2ccc(=O)oc2)C1 (stereo not given) | 4.8 | 41* | -2.1 | 0 | 1 | -4 | -2 | 16 | -2
CC1=C(C(=O)OCc2ccccc2)C(c2ccccc2)NC(=O)N1CCCC(=O)O (stereo not given) | 0.5 | -8 | 0.0 | 1 | -2 | 3 | -6 | 3.0 | -2
COc1ccc(C(=O)c2c3ccccc3[n+]([O-])n2Cc2ccc(C(N)=O)cc2)cc1 | -2.4 | 21 | 1.7 | -6 | -7 | -8 | -2 | 21 | 0
Cc1cc(C(=O)Oc2ccccc2C(=O)O)c(C)o1 | -2.1 | -4 | -0.6 | 3 | -1 | 7 | 8 | -1.3 | 6
CCOc1ccccc1NC(=O)c1nnn(CC(=O)Nc2cc(C)cc(C)c2)c1N | -4.2 | -3 | -2.9 | 3 | -10 | 2 | -65 | 0.2 | -2
CCc1ccc([C@@H]2C[C@H]3[C@@H](CN2S(=O)(=O)c2ccc(C)cc2)C(=O)C[C@@H](c2ccccc2)N3S(=O)(=O)c2ccc(C)cc2)cc1 | . | 6 | -1.5 | 5 | . | 4 | -8 | -0.8 | 0
COC(=O)c1ccc(N(CC(=O)NC2CCCC2)C(=O)c2ccc(C)s2)cc1 | -1.4 | -4 | 1.1 | -4 | -1 | 10 | -24 | -0.1 | 1
CCn1cc(C(=O)NCC(C)C)c(=O)c2cc(F)c(N3CCN(C)CC3)cc21 | -1.8 | 15 | -3.0 | -2 | 6 | 3 | 7 | 2.7 | 18
O=C(NCCCn1ccnc1)c1cc([N+](=O)[O-])cc([N+](=O)[O-])c1 | 1.0 | 1 | 3.9 | -1 | -10 | -51 | -3 | . | -1
CC(C)c1c(O)ccc2c1CC[C@H]1C(C)(C)CCC[C@]21C | . | 3 | -5.9 | 4 | . | -4 | 1 | -1.0 | -3
CCOc1nc(SC(C(C)=O)C(=O)Nc2ccccc2)nc(N(C)C)n1 (stereo not given) | 0.1 | 2 | -4.2 | 5 | 0 | -3 | 0 | 9.4 | -1
CC(=O)Nc1ccc(S(=O)(=O)N2CC(=O)NC(=O)C2)cc1 | 1.7 | 0 | 2.1 | -18 | -2 | 4 | -3 | 1.3 | 5

3 compounds already listed, ordered by count of non-hydrogen atoms, low to high.
Structure | Mtb UGM inh | GDH-TPI inh | FadD28 binding | BoNT F protease | Rv3671c inh | PrPC TRFRET | MazEF act | BioA inh | Mtb FBA inh
COc1ccc(Nc2nc(N)nc(CSc3nnc(C)s3)n2)cc1 | 5.3 | 6 | -1.4 | -2 | -6 | -2 | -6 | . | 3
CCOc1nc(SC(C(C)=O)C(=O)Nc2ccccc2)nc(N(C)C)n1 (stereo not given) | 0.1 | 2 | -4.2 | 5 | 0 | -3 | 0 | 9.4 | -1
CC1=C(C(=O)OCc2ccccc2)C(c2ccccc2)NC(=O)N1CCCC(=O)O (stereo not given) | 0.5 | -8 | 0.0 | 1 | -2 | 3 | -6 | 3.0 | -2

The list continues:
Structure | Mtb UGM inh | GDH-TPI inh | FadD28 binding | BoNT F protease | Rv3671c inh | PrPC TRFRET | MazEF act | BioA inh | Mtb FBA inh
CCCCN(CC)S(=O)(=O)c1ccc(C(=O)Nc2nnc(CSC)o2)cc1 | -0.4 | 11 | 0.5 | 5 | -4 | -1 | 0 | 0.8 | 3
CC(NC(=O)Cc1ccccc1)c1cc2c(cc1Br)OCCCO2 (stereo not given) | -0.6 | 0 | 0.0 | -7 | -6 | -5 | 8 | . | 0
CC(C(=O)NCc1ccccc1)N1C(=O)C2CC=C(Cl)CC2C1=O (stereo not given) | -0.2 | 10 | -3.9 | 3 | 0 | -1 | 3 | -1.9 | -1
CCOc1ccc(-c2nnc(NC3=NCCCCC3)o2)cc1 | 0.2 | -4 | -2.5 | -4 | -6 | 6 | -3 | -0.4 | -1
CC(=O)NCc1ccc(C(=O)COC(=O)COc2ccc(Cl)c(C)c2)s1 | -1.4 | -3 | -3.1 | 1 | 10 | 2 | 6 | 2.0 | 1
COc1ccccc1CN(C(=O)CNC(=O)c1ccco1)C(C(=O)NCC1CCCO1)c1ccccc1 (stereo not given) | -1.3 | 3 | -1.2 | -4 | -2 | -8 | 5 | -1.0 | 1
c1csc(-c2nc(N3CCOCC3)c3ccccc3n2)c1 | -4.1 | 15 | -3.0 | -1 | -2 | -10 | 5 | -1.9 | 0
CCN(CC)c1ccc(/C=N/NS(=O)(=O)c2ccc(CNC(C)=O)cc2)cc1 | 1.3 | 24 | 1.6 | -4 | -8 | 3 | 0 | . | 0
Cc1ccc(Nc2nc(C(=O)NCC3CCCO3)cs2)cc1 (stereo not given) | 1.9 | 8 | 0.4 | -7 | -1 | 8 | -10 | . | 1
CC(=O)Nc1ccc(NC(=O)c2cc(-c3ccc(F)cc3C)n[nH]2)cc1 | . | 8 | -0.4 | -3 | . | 4 | . | -2.0 | 6
CCN(CC)CCNC(=O)c1ccc(NC(=O)c2cccc(S(=O)(=O)N(C)C3CCCCC3)c2)cc1 | . | -4 | -3.8 | -13 | . | -22 | 32 | 0.3 | -1
Cc1c(C(c2ccccc2Br)c2c(C)n(C)n(-c3ccccc3)c2=O)c(=O)n(-c2ccccc2)n1C | 1.2 | -10 | -0.4 | 10 | -1 | 6 | 7 | -0.5 | 1
Cc1ccc(OCC(=O)Nc2ccc(S(=O)(=O)Nc3cc(C)nc(C)n3)cc2)cc1 | -0.3 | -7 | -4.1 | -10 | -4 | 2 | 9 | 1.1 | 0
COc1cc(Br)cc2cc(C(=O)N3CCOCC3)c(=O)oc12 | 1.2 | 6 | -2.5 | . | 2 | -13 | 1 | 0.1 | -2
COc1ccc(N(CC(=O)NCCc2ccc(S(N)(=O)=O)cc2)S(=O)(=O)c2c(C)noc2C)cc1 | -0.4 | -1 | -0.1 | 0 | -10 | -5 | 8 | -0.6 | 0
CCn1c(-c2ccccc2Cl)nn(CC(=O)Nc2ccccc2C)c1=S | 2.4 | -1 | -2.3 | -5 | -12 | 11 | 6 | 2.1 | 2
Cc1cc(NC(=O)CSc2ccnc(=O)[nH]2)no1 | 4.8 | 5 | -3.7 | . | 1 | -1 | 2 | -0.1 | 0
CC1CCCCC1NC(=O)CSc1nnc(-c2ccco2)n1C (stereo not given) | . | 4 | -2.4 | -3 | -6 | -6 | 5 | 0.8 | 2
C=CCn1c(COc2ccccc2)nnc1SCC(=O)C(C)(C)C | 4.0 | -1 | 0.5 | ? | 3 | -2 | -4 | -0.5 | 0
COc1ccc(C2(C(=O)Nc3nncs3)CCCC2)cc1 | 0.4 | -2 | 0.1 | 1 | -13 | 1 | -3 | -1.4 | 2
CSc1nsc(SC)c1-c1ccc(Cl)cc1 | . | 4 | 0.1 | -1 | . | -1 | -2 | -0.4 | 2
C=CCCC(=O)N1C[C@H]2CON(C)[C@H]2C[C@H]1c1ccccc1Br | . | -14 | -3.6 | -3 | . | -1 | -1 | -2.1 | -1
CCCCn1c(N)c(N(CCOC)C(=O)COC(=O)CCOc2ccc(C)cc2)c(=O)[nH]c1=O | -0.9 | 2 | -1.4 | -5 | -9 | -7 | -5 | 1.5 | 3
CC(=O)C1=C(C)OC2(O)c3ccccc3C(=O)C12O (stereo not given) | -0.9 | 4 | 0.1 | . | -131 | -2 | 5 | -1.6 | 2
COc1cccc(CNC(=O)CC(NC(=O)c2ccccc2)c2ccccc2)c1 (stereo not given) | -2.4 | -6 | -1.9 | 11 | 7 | 6 | -6 | -1.4 | 1
CCN1CCN(C(=O)c2ccc3nc(-c4ccccc4)c(-c4ccccc4)nc3c2)CC1 | -1.3 | 25 | -3.4 | 11 | 1 | -8 | 8 | 2.6 | 44*
